14-3-3 Bad PPI: disrupts binding of bovine 14-3-3 zeta to phospho-Bad peptide; inhibition, % at 21.7 µM; TR-FRET 14-3-3zeta/Dy647-pBad peptide displacement, 1 h; P63103; actives 0.71% (n = 220,000);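 active = inhibition above about 70%, limit read from the data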;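 also: 0% = full 14-3-3 plus peptide FRET controls and 100% = background without 14-3-3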
EP2 modulator: modulates human prostaglandin E2 receptor EP2 signaling; EP2-expressing cells, cAMP HTRF FRET, PGE2 co-stimulation; induction, % at 25 µM; actives 0.83% (n = 260,000); AID 940;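 active = compounds whose cAMP rise, as percent of the full-agonist control response, exceeds 60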;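 also: rat C6 glioma line stably carrying human EP2 under a CMV promoter; the protocol text gives 20 µM as final concentration; 100% = response of wells given 1 µM PGE2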
eIF4E-4G inh: blocks eIF4E binding to eIF4G; actives 0.37% (n = 220,000); TR-FRET eIF4E-eIF4GI(517-606) binding, 2 h; inhibition, % at 21.7 µM;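 active = inhibition above about 30%, limit read from the data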;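 also: 0% = full FRET control wells and 100% = background wells lacking eIF4GI fragment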
Rad51 HR inh: Rad51 (human) homologous recombination inhibition | Q06609 | hRad51 DNA strand exchange, fluorescence dequenching | inhibition, % at 10 µM | actives 0.085% (n = 200,000) | AID 1385;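 active = inhibition above 40% at the single screening dose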;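 also: 0% = DMSO control wells and 100% = blanks with heterologous ssDNA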
Target sequence (Q06609 whole entry, looked up): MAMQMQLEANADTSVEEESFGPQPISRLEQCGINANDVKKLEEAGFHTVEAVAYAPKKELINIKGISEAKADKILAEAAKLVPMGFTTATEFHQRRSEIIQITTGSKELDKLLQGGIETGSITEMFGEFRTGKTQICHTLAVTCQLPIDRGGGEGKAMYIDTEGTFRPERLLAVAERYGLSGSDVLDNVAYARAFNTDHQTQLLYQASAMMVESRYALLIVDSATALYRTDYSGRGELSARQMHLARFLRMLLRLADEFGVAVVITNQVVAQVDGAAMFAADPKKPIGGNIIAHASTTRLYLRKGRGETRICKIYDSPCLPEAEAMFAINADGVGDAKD
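Material: Human Rad51 nucleoprotein filaments preassembled on unlabelled ssDNA | Also added: Labelled 47-mer dsDNA for strand exchange | Dosing: Single dose, 10 µM final compound | Schedule: 30-min compound preincubation and 15-min exchange, both room temperature | Technique: Fluorescence dequenching at 485/520 nm | Measure: Percent inhibition relative to plate controls and blanks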
Hck Nef HTS: human Hck-Nef kinase inhibition | Recombinant Hck-YEEI plus Nef, Z-Lyte FRET kinase assay | inhibition, % at 20 µM | actives 0.68% (n = 220,000);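 active = Hck-Nef kinase inhibition above about 50%, limit read from the data; inactive = inhibition below that limit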;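 also: 0% = DMSO with Hck plus Nef and 100% = Hck alone without Nef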
Target sequence (P08631 whole entry, looked up): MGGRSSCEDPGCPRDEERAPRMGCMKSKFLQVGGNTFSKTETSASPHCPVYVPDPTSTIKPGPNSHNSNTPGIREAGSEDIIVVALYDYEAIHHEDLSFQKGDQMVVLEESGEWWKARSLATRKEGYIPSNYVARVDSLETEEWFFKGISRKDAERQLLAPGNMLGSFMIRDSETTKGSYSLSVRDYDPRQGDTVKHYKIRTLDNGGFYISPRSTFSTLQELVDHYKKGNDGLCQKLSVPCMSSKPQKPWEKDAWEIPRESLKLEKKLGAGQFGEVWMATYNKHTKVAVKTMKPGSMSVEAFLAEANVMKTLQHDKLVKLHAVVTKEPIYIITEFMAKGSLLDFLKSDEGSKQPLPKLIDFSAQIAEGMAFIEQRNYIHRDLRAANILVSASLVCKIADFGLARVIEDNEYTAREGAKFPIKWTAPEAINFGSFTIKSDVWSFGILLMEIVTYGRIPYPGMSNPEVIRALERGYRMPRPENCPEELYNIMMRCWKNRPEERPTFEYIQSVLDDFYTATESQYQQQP
m-calpain inh: blocks pig calpain II enzyme activity. inhibition, % at 16 µM. actives 0.37% (n = 220,000). purified calpain II, fluorogenic peptide substrate, 30 min;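 active = inhibition above about 50%, limit read from the data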
PGE2 EP2 inh: EP2 receptor (human) inhibition; P43116; C6 glioma cells expressing human EP2, cAMP TR-FRET; cells stimulated with saturating PGE2; inhibition, % at 25 µM; actives 0.52% (n = 260,000);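 active = percent inhibition above 40 after rounding to a whole number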;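 also: rat C6 glioma host cells with rolipram phosphodiesterase inhibitor present; the protocol text gives 20 µM as final concentration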
Tb hexokinase: T. brucei hexokinase 1 inhibition; recombinant TbHK1, G6PDH-coupled NADH A340; actives 0.11% (n = 220,000); inhibition, % at 10 µM;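 active = inhibition of 50% or more in the single-dose primary screen; inactive = inhibition below 50%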
L929 necroptosis: blocks zVAD induced death of L929 cells | L929 zVAD necroptosis rescue, ATP luminescence, 24 h; with zVAD 60 µM | viability rescue, % at 10 µM | actives 0.38% (n = 220,000) | AID 1377;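 active = activation, scaled between plate controls, above about 75%, limit read from the data; inactive = activation under that limit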;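 also: 0% = zVAD with DMSO and 100% = DMSO alone without zVAD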
An asterisk follows results filed as active; i = inactive; nt = not tested or not shown; & = joins results of further samples; [ ] = another dose, or the depositor's remark. The list is partial; count on the stated rates, not on these rows.

SMILES | 14-3-3 Bad PPI | EP2 modulator | eIF4E-4G inh | Rad51 HR inh | Hck Nef HTS | m-calpain inh | PGE2 EP2 inh | Tb hexokinase | L929 necroptosis
COc1ccc(CCNC(=S)NC(=O)c2ccc(Br)cc2)cc1OC | -17 | -5 | -4 | 22 | 22 | -15 | 8 | -5 | 3.4
CSc1nnc([C@@H]2CCCN2C(=O)OC(C)(C)C)o1 | -10 | 38 | 1 | 1 | 22 | -25 | 12 | 2 | 2.4
Cc1ccc(OCC(=O)N(Cc2ccccc2)C(C)C)c([N+](=O)[O-])n1 | -1 | 16 | -1 | nt | 3 | -6 | 3 | 1 | -0.1
COc1ccc(/C=C/C(=O)Nc2ccc3c(c2)CCC3)cc1OC | 1[fluorescence artefact?] | 10 | 1 | 27 | 5 | 27 | 9 | -2 | nt
Cc1cc(C(=O)N/N=C/c2ccc(N3CCOCC3)cc2)c(C)o1 | -5 | -79 | 2 | -37 | 27 | -230 | 10 | -45 | 8.7
Cc1ccc(NC(=O)/C=C/c2ccc3c(c2)OCO3)nc1 | 13[fluorescence artefact?] | -5 | 17[fluorescence artefact?] | 11 | 5 | -23 | 5 | -12 | 2.3
CCc1ccc(NC(=O)C(C)OC(=O)c2ccc(NS(=O)(=O)c3ccc(C)c([N+](=O)[O-])c3)cc2)cc1 (stereo not given) | -1 | 14 | 6[fluorescence artefact?] | 0 | 1 | -10 | 1 | 25 | 41
Fc1ccc(CSc2nncn2NCc2ccccc2)cc1 | 7[fluorescence artefact?] | 17 | 2[fluorescence artefact?] | 3 | 10 | -16 | 16 | 30 | -0.1
CC(C)CNC(=O)c1cc(-c2ccc(Cl)c(Cl)c2)on1 | 21 | -11 | -2 | 3 | 0 | -6 | 6 | -11 | 0.3
COc1cccc(-c2nnc(NC(=O)c3ccc4ncsc4c3)o2)c1 | 41 | 41 | 6 | -17 | 3 | -60 | 6 | 9 | 0.1
COCCCn1c(SCC(=O)Nc2nc3ccccc3s2)nnc1-c1ccoc1C | 6 | -9&29 | -1[fluorescence artefact?] | -5 | -2 | 6 | 9&5 | 3 | -0.2
CNc1cc(C)nc(-n2nc(C)cc2C)n1 | 4 | 28 | 1 | -9 | -1 | -7 | 17 | -6 | 0.0
Cc1cc(C)cc(NC(=S)Nc2ccccn2)c1 | -14 | 10 | 10 | 2 | 10 | 15 | 5 | 3 | 0.2
O=C(CSc1nnc(-c2ccc(S(=O)(=O)N3CCCC3)cc2)o1)NCC1CCCO1 (stereo not given) | -4 | 15 | -1 | -5 | 21 | -37 | 9 | -1 | 4.9
O=C(CSc1nnc(-c2ccncc2)o1)c1cccc([N+](=O)[O-])c1 | -4 | -26 | -7 | -13 | -12 | -14 | 16 | 5 | 1.6
O=C1[C@@H]2CSCN2C(=O)CN1CCc1cccc(F)c1 | 21 | 6 | -2 | -3 | 1 | 19 | 8 | 7 | 0.8
CCC(C)NC(=O)CSC1=Nc2ccccc2C2=NC(CCC(=O)NCc3ccco3)C(=O)N12 (stereo not given) | -5 | 8 | 2 | 6 | 0 | -55 | 7 | -5 | 0.4
COc1ccc(/C=C/C(=O)c2cc(Br)ccc2OC(=O)c2ccco2)cc1OC | 3 | 3 | 3 | nt | -26 | -7 | 10 | -9 | nt
CC(C)(C)c1ccc(C(=O)N2CCCC2)s1 | -5 | -10 | 1 | 8 | 10 | 0 | 7 | 7 | 0.0
CCc1ccc(OCC(O)CNC(C)(C)C)cc1 (stereo not given) | -3[fluorescence artefact?] | 14 | 2[fluorescence artefact?] | -9 | -1 | -2 | 8 | 0 | -0.8
Cc1occc1C(=O)N/N=C/c1c[nH]c2ccccc12 | -12 | -38 | 4 | 7 | 2 | 15 | 4 | -43 | 0.9
CCOC(=O)c1cccnc1SCc1cc(=O)n2ccccc2n1 | nt | 1 | nt | -5 | -2 | -54 | 7 | -30 | 1.3
O=C(c1ccc([N+](=O)[O-])cc1)N(Cc1ccc(Br)cc1)N1C(=O)CCCC1=O | -7 | -6 | 6[fluorescence artefact?] | -1 | 1 | -26 | 15 | 2 | -1.8
Cc1ccc2nc(-c3ccccc3)c(-c3ccccc3)nc2c1 | 0 | 61* | 0 | -11 | 15 | -84 | 8 | -10 | 13
CCCCn1nnnc1SCC(=O)c1ccc(C)c(C)c1 | 14 | 3 | -5 | 3 | -1 | 10 | 22 | 7 | 0.5
COc1ccc(CN2C(=S)NC(C)(C)CC2(C)O)cc1 (stereo not given) | -21 | 19 | 13 | -19 | 4 | 2 | 3 | 26 | -0.1
CCN1C(=O)/C(=C/C2=Cc3ccccc3OC2C)SC1=S (stereo not given) | 5 | -1 | -7 | -387 | 20 | 2 | 8 | -22 | 0.2
CCOC(=O)CSc1ncnc2c1nnn2-c1ccc(F)cc1 | 4 | -6 | 0 | 5 | 5 | 6 | 18 | 0 | 2.0
CC(C)OCCCNC(=O)c1c(N)n(/N=C/c2cccs2)c2nc3ccccc3nc12 | 36 | 23 | -32 | nt | 35 | i | nt | -31 | 16
COCc1cc(=O)n2[nH]c(C(F)(F)F)nc2n1 | 25 | -3 | -4[fluorescence artefact?] | -4 | -2 | 3 | 0 | 1 | -0.5
Cc1ccc(C(c2sc3nc(C)nn3c2O)N2CCN(C(=O)c3ccco3)CC2)cc1 (stereo not given) | 1 | -21 | 0[fluorescence artefact?] | 6 | -12 | -11 | 2 | 2 | -0.7
O=C(NCc1ccccc1)C1CCN(S(=O)(=O)c2cccc3cccnc23)CC1 | 7[fluorescence artefact?] | -14 | 0[fluorescence artefact?] | 3 | 24 | -29 | 9 | 0 | 0.8
CSc1nc2ccc(NC(=O)C3CC(=O)N(Cc4ccco4)C3)cc2s1 (stereo not given) | -6 | -14 | -11 | 4 | -6 | -3 | 11 | 4 | -0.8
COc1ccc(C(C)NC(=O)c2cccc([N+](=O)[O-])c2)cc1OC (stereo not given) | 11 | -15 | 14 | -18 | 4 | 0 | -1 | -1 | 0.2
CCOc1c(C(N)=O)cc([N+](=O)[O-])cc1[N+](=O)[O-] | 5 | 23 | 0 | nt | 6 | -4 | 8 | -2 | 0.4
C=CCOC(=O)C(=O)/C=C/c1ccc2c(c1)Cc1ccccc1-2 | 2 | -45 | -1 | -1 | 13 | -18 | 23 | -5 | -0.1
Cc1ccccc1NS(=O)(=O)c1cc(S(C)(=O)=O)ccc1Cl | -5 | -2 | 0 | -5 | 1 | 9 | -1 | -3 | 0.2
CCCOc1ccc(OCCOCCNCc2ccccc2)cc1 | -8 | -39 | -1[fluorescence artefact?] | -4 | -1 | -16 | 9 | 16 | 0.3
O=C(Cc1ccccc1[N+](=O)[O-])Nc1ccccc1C(=O)N1CCCC1 | 5 | 4 | 0 | -11 | 28 | 3 | 5 | 6 | -1.1
COc1cccc(C(=O)N/N=C/c2cn[nH]c2-c2ccc(OC)cc2OC)c1 | 0 | -39 | -3 | 0 | 0 | -15 | 13 | -15 | 0.5
CCOc1ccccc1NC(=O)CSc1ncnc2c1oc1ccccc12 | -13 | 34 | 24 | nt | 0 | 11 | 10 | -3 | 0.1
CN(C)c1ccc(/C=N/NC(=O)c2cc(-c3ccc4c(c3)OCO4)n[nH]2)cc1 | 1 | -34 | 3 | -23 | 10 | -221 | 21 | -30 | -0.7
Cc1nc(SCC(=O)NC(=O)NCc2ccccc2)nc(C)c1C | 3 | -16 | -2 | -7 | -1 | 5 | 19 | -1 | -0.7
Fc1cccc(CSc2nc3ncccc3[nH]2)c1 | 15 | -25&6 | 10 | -4 | 0 | 1 | 9&14 | -4 | 0.2
COc1ccccc1Nc1nc(N)nc(CSc2nccn2C)n1 | 3 | -7 | 2 | -2 | 17 | -7 | 12 | -7 | 0.2
COCCN1Cc2cccc(C(=O)NCc3ccccn3)c2C1=O | 3[fluorescence artefact?] | 19 | -3[fluorescence artefact?] | -3 | 1 | 15 | 9 | 4 | -0.2
CCC1=C(OC(=O)N(CC)CC)N2C(=O)OC(=NCCc3c[nH]c4ccccc34)[C@]2(Cc2ccccc2)[C@H]2C1=CC[C@H]1C(=O)NC(=O)[C@H]12 | -1 | 39 | -2 | 1 | 18 | -64 | 21 | -20 | 0.5
CSc1ccccc1NC(=O)CN(C)Cc1ccc(Br)cc1 | -1 | 29 | 1 | 3 | 2 | 13 | 4 | 3 | -0.3
Cc1cc(Br)c2c(c1)=C(c1sc(N3CCCCCC3)nc1O)C(=O)N=2 | 45[fluorescence artefact?] | -39 | -44 | 1 | 38 | 21 | 4 | -10 | 1.0
CSc1ccccc1C(=O)NCc1cccnc1 | 1 | -26 | 0 | -3 | 11 | 15 | 9 | -2 | 0.3
CC(C(=O)NCc1cccs1)n1cccc1 (stereo not given) | 2 | 2 | -1[fluorescence artefact?] | -4 | 1 | -41 | 16 | 1 | 1.9
O=[N+]([O-])c1nn(-c2ccccc2)n(O)c1=NCCc1ccccc1 | -16[fluorescence artefact?] | -35 | -1 | 0 | 2 | 0 | 4 | 17 | 0.7
COc1ccc(C(=O)Nc2ccccc2-c2nnn(CC(=O)N3CCOCC3)n2)cc1 | -1 | -9 | 1 | nt | -4 | 14 | 6 | 7 | -0.6
CC[C@@H]1CC=C[C@H]2[C@H]1C(=O)N(Cc1ccccc1)[C@H]2c1ccc(C(F)(F)F)cc1 | -4 | 38 | -2 | 1 | 23 | 12 | 15 | 2 | -0.2
O=C(/C=C/c1ccc(Cl)c(Cl)c1)NC1=NCCS1 | 0 | -44 | 1 | nt | 18 | -10 | 3 | -6 | 7.7
O=C(C1CCN(C2CC(=O)N(c3cccc(Cl)c3)C2=O)CC1)N1CCCCCC1 (stereo not given) | 1[fluorescence artefact?] | -27 | -4 | -11 | -6 | -3 | 8 | 2 | nt
O=C(Nc1ncc(Cc2ccccc2)s1)c1cccs1 | -8[fluorescence artefact?] | 16 | 4[fluorescence artefact?] | -8 | 10 | 49 | 9 | 1 | 83*
CC1=NOC(=O)/C1=C\c1ccc(-c2ccc(Br)cc2C(=O)O)o1 | 9 | 7 | -3 | nt | 5 | 23 | 6 | 4 | 0.3
COc1cc(NC(=O)c2cccnc2)ccc1-c1cc2ccccc2oc1=O | 35 | -17 | -1 | 9 | -3 | -109 | 11 | -8 | 5.5
O=C(CN1CCN(Cc2ccccc2)CC1)N1N=CCC1c1ccccc1 (stereo not given) | 1 | 5 | 1 | 6 | 9 | 5 | 8 | -4 | 8.1
O=C(Nc1ccccc1)c1ccc2c(c1)OCO2 | -6 | 0 | 3 | -4 | -18 | 21 | 11 | 4 | -0.4
CC(C)CN1CN(Cc2ccco2)CNC1=S | -8 | 17 | 4 | -3 | 2 | 9 | 5 | 3 | 0.5
CSCCC(NS(=O)(=O)c1ccc(C)cc1)C(=O)NC1CCCCC1 (stereo not given) | -12 | -6 | -5 | -1 | 27 | -12 | 5 | 4 | 2.1

Retrieved one by one from above:
SMILES | 14-3-3 Bad PPI | EP2 modulator | eIF4E-4G inh | Rad51 HR inh | Hck Nef HTS | m-calpain inh | PGE2 EP2 inh | Tb hexokinase | L929 necroptosis
Cc1cc(Br)c2c(c1)=C(c1sc(N3CCCCCC3)nc1O)C(=O)N=2 | 45[fluorescence artefact?] | -39 | -44 | 1 | 38 | 21 | 4 | -10 | 1.0
CSc1ccccc1NC(=O)CN(C)Cc1ccc(Br)cc1 | -1 | 29 | 1 | 3 | 2 | 13 | 4 | 3 | -0.3
COCCN1Cc2cccc(C(=O)NCc3ccccn3)c2C1=O | 3[fluorescence artefact?] | 19 | -3[fluorescence artefact?] | -3 | 1 | 15 | 9 | 4 | -0.2

Bioassay records: PubChem BioAssay, several laboratories
